Screening data: PubChem BioAssay, The Scripps Research Institute Molecular Screening Center
AHR act – activators of human aryl hydrocarbon receptor | 320,000 tested, 2.5% active | AHR-responsive luciferase reporter cells, luminescence | AID 2796 | P35869 | activation, % at 5 µM; in the data active = activation above about 47%;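 note: 0% = vehicle wells and 100% = reference agonist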
TPT1 inh – C. albicans TPT1 enzyme inhibition | recombinant caTPT1, FP RNA substrate dephosphorylation | inhibition, % at 5 µM | 300,000 tested, 0.81% active;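 active = inhibition above the mean of all tested compounds plus 3 SD, set per screening campaign, cut at about 24% in these data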;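 note: plate controls were DMSO alone for no effect and ferristatin control at 100 nM for full effect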
PAFAH2 inh – inhibitors of human PAFAH2; recombinant PAFAH2, FP-rhodamine activity probe, fluorescence polarization; inhibition, % at 3.39 µM; 340,000 tested, 0.99% active; AID 492956;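 active = inhibition above the mean over all tested compounds plus 3 SD, cut at about 30% in these data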;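 note: inhibitors block probe labeling of enzyme so polarization drops; 0% = enzyme with DMSO and 100% = wells lacking PAFAH2 protein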
HCV core dimer – blocks dimerization of HCV core protein; inhibition, % at 5 µM; 300,000 tested, 0.33% active; TR-FRET GST/Flag-core106 dimerization, 1536-well;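 active = inhibition above the mean of all tested compounds plus 3 SD, set per screening campaign, cut at about 45% in these data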
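Test system: GST/Flag-tagged HCV core106 proteins; Medium: KF-containing HEPES buffer, pH 7.45, DTT, CHAPS, BSA; Times: compound-protein-antibody incubation 4 h at 22.5 °C; Detection: TR-FRET 671 and 617 nm emission; Benchmarks: wells lacking GST-core106 and wells with excess unlabelled core106.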
CTSL1 counter – cathepsin L1 inhibition, PFM18AAP counter-screen | recombinant F. hepatica cathepsin L1, Z-Leu-Arg-MCA fluorescence | inhibition, % at 5.96 µM | 300,000 tested, 0.49% active | AID 1906;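 active = inhibition above the mean of all tested compounds plus 3 SD, set per screening campaign, cut at about 17% in these data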;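 note: 0% = plate median of test compound wells and 100% = 1 µM Z-Phe-Ala-diazomethylketone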
procasp3 activ – activators of human procaspase-3; P42574; recombinant procaspase-3 D3A, Ac-DEVD-pNA absorbance 405 nm; activation, % at 8.5 µM; 330,000 tested, 0.11% active; AID 463141;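 active = activation above the mean of all tested compounds plus 3 SD, cut at about 21% in these data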;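 note: 0% = DMSO alone and 100% = DMSO wells spiked with extra 5 µM PC-3 D3A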
Target sequence (P42574 whole entry D9A/D28A/D175A): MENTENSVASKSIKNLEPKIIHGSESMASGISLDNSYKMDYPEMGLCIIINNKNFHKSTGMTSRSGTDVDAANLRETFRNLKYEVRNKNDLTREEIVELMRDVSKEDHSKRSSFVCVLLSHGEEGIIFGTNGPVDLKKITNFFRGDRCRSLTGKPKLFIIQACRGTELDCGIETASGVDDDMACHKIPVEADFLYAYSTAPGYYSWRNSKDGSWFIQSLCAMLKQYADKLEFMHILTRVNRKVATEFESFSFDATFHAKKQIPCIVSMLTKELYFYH
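Assay system: Autoprocessing-dead procaspase-3 D3A mutant enzyme; also added: Ac-DEVD-pNA; doses: one concentration, 8.5 µM nominal, 0.8% DMSO; times: 1 h compound preincubation, 2 h substrate hydrolysis at 25 °C; technique: 405 nm absorbance of p-nitroaniline, reads at 0 and 120 min; measure: % activation between DMSO and enzyme-spiked controls; repeats: single replicate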
PP5 primary – PP5 (human) phosphatase inhibition; purified PP5c, OMFP substrate fluorescence; inhibition, % at 6.7 µM; 320,000 tested, 0.18% active;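 active = inhibition above the campaign's mean inhibition across all tested compounds plus 3 SD, cut at about 9.5% in these data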;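 note: 0% = DMSO only and 100% = 100 µM cantharidin control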
Target sequence (P53041 whole entry, looked up): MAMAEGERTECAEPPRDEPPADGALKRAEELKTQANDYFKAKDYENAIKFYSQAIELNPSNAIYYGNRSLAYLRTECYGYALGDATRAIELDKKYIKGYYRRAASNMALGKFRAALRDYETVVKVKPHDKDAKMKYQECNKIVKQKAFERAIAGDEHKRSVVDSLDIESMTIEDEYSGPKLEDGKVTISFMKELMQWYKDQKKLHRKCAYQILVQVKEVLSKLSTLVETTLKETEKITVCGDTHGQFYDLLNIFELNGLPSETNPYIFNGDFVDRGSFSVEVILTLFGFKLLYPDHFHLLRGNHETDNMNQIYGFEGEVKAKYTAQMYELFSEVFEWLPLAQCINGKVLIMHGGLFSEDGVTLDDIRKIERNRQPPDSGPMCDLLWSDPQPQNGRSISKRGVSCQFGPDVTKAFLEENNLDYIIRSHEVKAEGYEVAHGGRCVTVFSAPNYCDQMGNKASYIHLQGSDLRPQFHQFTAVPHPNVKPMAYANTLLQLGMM
procasp7 counter – counter-screen for procaspase-3 activators: activators of human procaspase-7; activation, % at 8.5 µM; AID 463210; recombinant procaspase-7, Ac-DEVD-pNA absorbance 405 nm; D23A/D198A/D206A triple mutant, cannot self-cleave; scale: DMSO 0, 5 µM enzyme 100; 330,000 tested, 0.093% active;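 active = percent activation above the screen-wide mean plus 3 SD, cut at about 25% in these data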
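Material: Procaspase-7 triple mutant (PC-7 D3A) | Quantity: 2 µM procaspase-7 mutant as dispensed | Reagent: DEVD-pNA substrate | Times: 1 h preincubation, 2 h reaction | Technique: 405 nm absorbance of p-nitroaniline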
PP1 counter – counter-screen for PP5 inhibitors: inhibitors of human PP1-alpha | 320,000 tested, 0.9% active | inhibition, % at 6.7 µM | purified PP1alpha, OMFP fluorescence | P62136;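 active = inhibition above the mean inhibition of all tested compounds plus 3 SD, computed separately for each screening campaign, cut at about 15% in these data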
* hit, by the source's call; . = not tested or not shown.

SMILES | AHR act | TPT1 inh | PAFAH2 inh | HCV core dimer | CTSL1 counter | procasp3 activ | PP5 primary | procasp7 counter | PP1 counter
CNC(=O)C1CC(=O)N(CCc2ccccc2)C(=Nc2ccc(OC)cc2)S1 (stereo not given) | 0 | 6 | -7 | 2 | 1 | -6 | 4.6 | 2 | -1
CCOc1ccccc1Oc1c(C)oc2c(CN3CCN(CCO)CC3)c(O)ccc2c1=O | 1 | 0 | -3 | -8 | 2 | 2 | 0.8 | -3 | -4
Cc1ccc(C(=O)CN2C(=O)NC3(CCc4ccccc43)C2=O)s1 (stereo not given) | 12 | . | -3 | . | . | -7 | -2.9 | -5 | 6
Cc1ccc(S(=O)(=O)Nc2cc(Cl)c(O)cc2C)cc1 | 2 | 1 | -8 | 0 | 2 | -1 | -0.9 | 5 | -2
O=C(Nc1nnc(Cc2ccc(Cl)cc2)s1)c1ccco1 | 8 | -3 | 5 | 2 | 3 | 4 | 1.7 | -4 | 0
Cc1cc(CCN2CCC(=O)NC2=S)ccc1OC(C)C | 1 | 0 | 5 | -4 | 3 | -4 | 6.5 | 7 | -5
CC(C)(C)n1nc2c(c1NC(=O)c1ccc(S(=O)(=O)N3CCCCC3)cc1)CS(=O)C2 (stereo not given) | 0 | -1 | 2 | 2 | 1 | 3 | -0.7 | -1 | -4
CCCNc1[nH]c(=O)n(C)c(=O)c1N=O | 0 | -10 | 2 | -16 | 1 | -4 | -1.3 | 9 | -1
CN1CCN(S(=O)(=O)c2cccc(C(=O)Nc3cccc(S(N)(=O)=O)c3)c2)CC1 | 2 | -2 | -3 | -5 | 0 | -5 | -2.1 | 11 | -6
O=C(COC(=O)CCC(=O)c1cccs1)NCc1ccc(Cl)cc1 | 0 | 2 | -2 | 2 | -75 | 4 | -1.6 | 1 | -2
Cc1c(CC(=O)N2CCC(C(N)=O)CC2)c(=O)oc2cc3c(cc12)CCC1(CCCCC1)O3 | -1 | -7 | 0 | 2 | 1 | 7 | 4.9 | 0 | 3
c1ccc(Nc2ccc3c4c(cccc24)CC3)cc1 | 6 | 21 | -16 | 0 | 6 | -13 | 3.3 | -3 | 0
CCOC(=O)N1CCN(CC(=O)N2c3ccccc3Sc3ccccc32)CC1 | 0 | -1 | -5 | -15 | -2 | -6 | 2.4 | -1 | 6
CCN(CC)c1ccc2cc(C(N)=O)c(=O)oc2c1 | 6 | 40* | 7 | -3 | 6 | -10 | -0.9 | -21 | -4
NS(=O)(=O)c1ccc2c(c1)oc(=O)c1cc(S(N)(=O)=O)ccc12 | 1 | 5 | 0 | -4 | 0 | 1 | -0.1 | 4 | -2
COC(=O)c1cc(OC)c(OC)cc1NC(=S)N1CCN(c2ccccn2)CC1 | 3 | -4 | -4 | -2 | 1 | -3 | -1.9 | -6 | 2
Cc1ccc(NC(=O)C2CCCN2C(=O)NCc2ccccc2)cc1 (stereo not given) | 0 | -5 | 3 | 2 | 0 | 7 | -0.6 | -1 | 1
CCN(CC)S(=O)(=O)c1ccc(N2CCCC2)c(NC(=O)c2nn(C)c(=O)c3ccccc23)c1 | 0 | . | 3 | . | . | 2 | 2.4 | 2 | 3
Cc1cc(C(F)F)n2nc(C(=O)Nc3sc4c(c3C#N)CCC4)nc2n1 | 15 | 2 | 12 | -10 | -4 | 0 | 1.8 | -2 | 6
CC(C)(C)NC(=O)COc1ccccc1C#N | 3 | 4 | -6 | -2 | -4 | 0 | 0.5 | -5 | 0
COc1cccc(C(C(=O)NC(C)(C)C)N(CC(C)C)C(=O)CCC(=O)Nc2cc(C)on2)c1OC (stereo not given) | 12 | -2 | -3 | -4 | 1 | -9 | 2.5 | -6 | 0
O=C1NC(=O)C(CC(=O)N(Cc2cccs2)C2(C(=O)NC3CCCC3)CCCCC2)N1 (stereo not given) | 0 | 1 | -20 | 4 | -2 | 0 | -0.2 | 5 | -2
CCOc1ccccc1NC(=O)CSc1nc2ccccc2c(=O)n1CC1CCCO1 (stereo not given) | 4 | -1 | -2 | 9 | 0 | -2 | 3.3 | -1 | 1
Cn1c2ccccc2c2cc(C(=O)NNS(=O)(=O)c3ccc(F)cc3)sc21 | 77* | 2 | 10 | 32 | 2 | 1 | 4.1 | -2 | 2
CCN1C(=O)/C(=C\c2ccco2)C(C(=O)OC)=C1C | 0 | -2 | 1 | -4 | 1 | -7 | -0.1 | -1 | -1
CC(C)CCNc1cc(=O)n(C)c(=O)n1C | 0 | 4 | 9 | -3 | 0 | 3 | 0.4 | 5 | -3
O=C(OCCCC(=O)N1CCOCC1)c1ccccc1 | 0 | -1 | 11 | -2 | -4 | -1 | 4.1 | -3 | -2
C/C(=N\NC(=O)c1cccc(S(=O)(=O)N2CCCC2)c1)c1ccco1 | 1 | -3 | -2 | -1 | 2 | 0 | -2.8 | 11 | -2
CC1CC1C(=O)OCC(=O)Nc1cccc([N+](=O)[O-])c1 (stereo not given) | 2 | -5 | 82* | 0 | -15 | 9 | -1.2 | 15 | -1
O=C(OCc1cccc([N+](=O)[O-])c1)c1ccc2ccccc2n1 | 2 | -2 | 7 | 2 | -3 | 8 | 0.0 | 8 | -3

Brought forward from above: 6 compounds, then new ones.
SMILES | AHR act | TPT1 inh | PAFAH2 inh | HCV core dimer | CTSL1 counter | procasp3 activ | PP5 primary | procasp7 counter | PP1 counter
CCN1C(=O)/C(=C\c2ccco2)C(C(=O)OC)=C1C | 0 | -2 | 1 | -4 | 1 | -7 | -0.1 | -1 | -1
CC(C)CCNc1cc(=O)n(C)c(=O)n1C | 0 | 4 | 9 | -3 | 0 | 3 | 0.4 | 5 | -3
O=C(OCCCC(=O)N1CCOCC1)c1ccccc1 | 0 | -1 | 11 | -2 | -4 | -1 | 4.1 | -3 | -2
C/C(=N\NC(=O)c1cccc(S(=O)(=O)N2CCCC2)c1)c1ccco1 | 1 | -3 | -2 | -1 | 2 | 0 | -2.8 | 11 | -2
CC1CC1C(=O)OCC(=O)Nc1cccc([N+](=O)[O-])c1 (stereo not given) | 2 | -5 | 82* | 0 | -15 | 9 | -1.2 | 15 | -1
O=C(OCc1cccc([N+](=O)[O-])c1)c1ccc2ccccc2n1 | 2 | -2 | 7 | 2 | -3 | 8 | 0.0 | 8 | -3
O=C(OCC(=O)N1CCCc2ccccc21)c1cc(Cl)ccc1O | 0 | 1 | 5 | 4 | 1 | 5 | 4.1 | -5 | -5
C=CCSc1ncnc2sc(C)c(C)c12 | -1 | -2 | 9 | 10 | 2 | 13 | 0.1 | 1 | 0
N#Cc1ccc(C23CC4(C2)[C@H](CN(Cc2ccc(-c5ccccc5)cc2)[C@@H]4c2ccccc2)C3c2ccc(Cl)nc2)cc1 (stereo not given in full) | -1 | -3 | -9 | 31 | -1 | 3 | -1.1 | 1 | 4
O=C(CC1C(=O)NCCN1Cc1ccc(-c2ccccc2)cc1)NCCCn1cccn1 (stereo not given) | -1 | 1 | -5 | -1 | 3 | 4 | -0.5 | -9 | 8
CCn1c(O)c(N=NC(=O)c2cccs2)c2ccccc21 | 42 | 3 | 6 | -4 | -2 | -8 | -3.3 | 17 | -3
CC(C)N=C1NN=C(c2cccs2)C(CC(=O)O)S1 (stereo not given) | 3 | 2 | 2 | -4 | 0 | -19 | -0.1 | -23 | -3
COC(=O)c1ccc(COc2ccc3c(C)c(C)c(=O)oc3c2)o1 | 1 | -3 | 3 | 1 | 2 | 3 | 1.9 | 2 | -3
CS(=O)(=O)N1CCCC(C(=O)NCCN2CCC(Cc3ccccc3)CC2)C1 (stereo not given) | -2 | -3 | 2 | -8 | -5 | 4 | 3.3 | 11 | 0
COc1ccc(C(=O)NNC(=O)CSc2nc3c(c(=O)n(C)c(=O)n3C)n2C)cc1 | -2 | 0 | 9 | 0 | -3 | 3 | -0.7 | 6 | -4
CCOC(=O)c1nn(-c2ccc3c(c2)CCN3C(C)=O)cc1O | 1 | 1 | 0 | -10 | 1 | -1 | 3.2 | -3 | -1
CCn1c(=O)cc(SCC(=O)NCCCN2CCN(c3ccccc3F)CC2)c2ccccc21 | 1 | -1 | -5 | 1 | -1 | 2 | 7.1 | 5 | 5
CCCNC(=O)C1CCCN(S(=O)(=O)c2ccc3c(c2)CC(C)N3C(=O)C2CC2)C1 (stereo not given) | 1 | 4 | -2 | 1 | -3 | -1 | -0.7 | 3 | -7
CN(C(=O)COC(=O)CCC(=O)c1ccccc1)c1c(N)n(Cc2ccccc2)c(=O)[nH]c1=O | 0 | -1 | -3 | -10 | -34 | 6 | 1.4 | -5 | -1
O=C(Nc1ccc(F)cc1F)c1cncc(Br)c1 | 38 | -3 | -1 | 6 | 3 | 6 | -1.7 | 10 | 3
C=CCn1c(SCC(=O)Nc2cc(C)on2)nc2sc(C)c(C)c2c1=O | 2 | 0 | -4 | 11 | -3 | 2 | -2.6 | 5 | 0
CCOc1ccc(C(=O)NCCCCNC(=O)c2ccc(OCC)cc2)cc1 | 4 | 3 | 3 | 1 | -4 | 4 | 2.3 | -9 | 2
O=C(NN/C(=N/S(=O)(=O)c1ccc(Cl)cc1)c1ccccc1)c1cccc(Cl)c1 | 24 | -4 | 26 | 4 | 0 | 9 | 0.8 | 7 | 0
CCOC(=O)N1CCN(CCC(=O)Nc2cc(C)ccc2C)CC1 | 3 | 0 | 9 | -14 | -2 | 5 | -2.3 | 8 | 5
COc1ccc([N+](=O)[O-])cc1N(CC(=O)NC1CCCCC1)S(C)(=O)=O | 0 | -2 | 7 | -6 | -2 | 0 | 0.4 | 6 | 2
COC(=O)c1c(-c2ccccc2Cl)noc1/C=C/N(C)C | -2 | 131* | 10 | -1 | 2 | -2 | 4.7 | -13 | -1
COc1ccc(NC(=O)C(=O)N2N=C(C(C)C)CC2(O)C(F)(F)F)cc1 (stereo not given) | 2 | 1 | -2 | 1 | -1 | -3 | 2.1 | -1 | 6
O=S(=O)(NC1=NCCC1)c1cccc(NC(=S)Nc2ccc(OC(F)F)cc2)c1 | -2 | . | 4 | . | . | -4 | . | -6 | .
CC(C)N(CCNC(=O)C1CCC(=O)N1Cc1ccc(F)cc1)Cc1ccccc1 (stereo not given) | 4 | -4 | 4 | -12 | 4 | 0 | -6.5 | 13 | 2
COc1ccc(OC)c(-n2c(=S)[nH]c3cc(C(=O)N4CCC(C(N)=O)CC4)ccc3c2=O)c1 | -2 | -3 | 7 | -1 | -1 | -2 | 2.1 | 4 | -6
Cc1cccc(NCC(=O)N/N=C/c2cccc(Br)c2)c1 | 14 | 2 | 10 | -2 | 0 | -3 | 0.8 | 10 | 0
CC(=O)c1cccc(N(C(=O)c2ccco2)C(C(=O)NC2CCCC2)c2ccncc2)c1 (stereo not given) | 0 | 3 | 1 | -1 | -10 | 2 | -2.8 | 12 | -2
